# Source: PubChem (several laboratories)
# GPR55 beta-arrestin = GPR55 agonists via beta-arrestin recruitment, primary screen, imaging, U2OS cells, beta-arrestin-GFP redistribution (AID 1961); G-protein coupled receptor 55 (Homo sapiens); U2OS GPR55 beta-arrestin-GFP redistribution imaging; higher % means a stronger effect; activation, % at 10 µM; hits with a dose series show EC50 in µM; 290,000 compounds, 0.048% hits;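 active = activation above 40% with more than 50 cells counted in the well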;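 also: U2OS osteosarcoma cells stably expressing GPR55 and beta-arrestin-GFP; plate controls were DMSO negative control for no effect and LPI positive control for full effect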
# GPR35 arrestin U2OS = GPR35 antagonists blocking zaprinast-driven arrestin recruitment, primary screen, imaging, U2OS, beta-arrestin-GFP, zaprinast agonist (AID 2058); G-protein coupled receptor 35 (Homo sapiens); U2OS GPR35 beta-arrestin-GFP translocation imaging, zaprinast antagonism; higher % means a stronger effect; inhibition, % at 10 µM, or IC50 in µM where a hit was titrated; 290,000 compounds, 0.052% hits;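 active = inhibition of at least 50% with at least 30 cells and total cytoplasm GFP at most 10,000,000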
# K1F lysis inhibition = inhibition of K1F phage lysis, E. coli UTI89, bacterial capsule biogenesis inhibitors, alamar blue (AID 488966) | 340,000 compounds, 0.02% hits | E. coli UTI89 K1F phage lysis, alamar blue, 2 h; higher % means a stronger effect | inhibition, % at 100 µM; hits with a dose series show IC50 in µM;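 active = phage lysis inhibition, versus mean bacterial control, above a set limit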;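 also: capsule biogenesis inhibitors block K1F phage lysis so surviving cells raise fluorescence; higher fluorescence means more inhibition of phage lysis; actives were called in the ten point dose series up to 300 µM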
# KOR beta-arrestin-1 = KOR antagonists, beta-arrestin recruitment, cell-based, luminescence, uHTS (AID 1778) | Kappa-type opioid receptor (Homo sapiens) | KOR beta-arrestin recruitment, luminescence, antagonist mode; higher % means a stronger effect | inhibition, % at 10 µM; hits with a dose series show IC50 in µM | 290,000 compounds, 0.091% hits; in the data active = inhibition above about 50%; also: strong numbers were not always called active
# NTR1 agonist = agonists of NTR1, primary screen, imaging, U2OS cells, beta-arrestin-GFP, high content (AID 493036) | Neurotensin receptor type 1 (Homo sapiens), P30989 | NTR1-U2OS beta-arrestin-GFP spot imaging, agonist mode | activation, % at 20 µM | 330,000 compounds, 0.17% hits;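 active = activation at or above 40% of the spot to cytoplasm intensity ratio, with at least 20 cells analyzed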;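 also: 0% = DMSO without peptide and 100% = 100 nM NTR1 peptide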
# Target sequence (P30989 whole entry, looked up): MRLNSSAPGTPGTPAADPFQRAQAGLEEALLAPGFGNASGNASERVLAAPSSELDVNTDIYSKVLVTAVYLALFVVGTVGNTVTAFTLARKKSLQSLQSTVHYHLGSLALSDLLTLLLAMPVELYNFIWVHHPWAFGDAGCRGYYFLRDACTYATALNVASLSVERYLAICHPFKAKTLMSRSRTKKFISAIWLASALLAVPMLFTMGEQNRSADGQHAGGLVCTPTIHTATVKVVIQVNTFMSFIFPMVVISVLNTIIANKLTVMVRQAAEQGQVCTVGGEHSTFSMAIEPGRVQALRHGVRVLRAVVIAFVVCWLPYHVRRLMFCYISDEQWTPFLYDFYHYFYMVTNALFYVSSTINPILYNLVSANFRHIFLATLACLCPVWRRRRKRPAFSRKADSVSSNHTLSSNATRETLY
# NOD1 NF-kB reporter = NOD1 signaling inhibitors, primary screen, cell-based, luminescence, uHTS (AID 1578). NOD1-driven NF-kB luciferase reporter cells, luminescence; higher % means a stronger effect. 290,000 compounds, 1% hits. inhibition, % at 4 µM, or EC50 in µM where a hit was titrated; in the data active = inhibition mostly above about 36%, no sharp cut-off; inactive = mostly below about 34%;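 also: HEK-293T reporter cells stimulated with the NOD1 agonist gamma-tri-DAP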
# GPR55 LPI antagonism = GPR55 antagonists blocking LPI-driven arrestin recruitment, primary screen, imaging, U2OS, beta-arrestin-GFP, LPI agonist (AID 2013); U2OS GPR55 beta-arrestin-GFP translocation imaging, LPI antagonism; higher % means a stronger effect; one-dose inhibition, % at 10 µM; IC50 in µM for titrated hits; 290,000 compounds, 0.13% hits;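 active = spots per cell inhibited over 60%, with over 100 cells counted and total cytoplasm intensity under 500,000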;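 also: U2OS cells stably carrying GPR55 and arrestin-GFP stimulated by 5 µM LPI near EC80; imaged beta-arrestin-GFP aggregate spots per cell after agonist stimulation; plate controls were LPI-stimulated DMSO wells for no effect and DMSO wells without LPI for full effect; some results filed as inactive read as strong as hits; confirmed hits need IC50 under 10 µM and bright autofluorescent wells are also inconclusive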
# KOR beta-arrestin-2 = KOR agonists, beta-arrestin recruitment, primary screen, cell-based, luminescence, uHTS (AID 1777); KOR beta-arrestin recruitment, luminescence; higher % means a stronger effect; Kappa-type opioid receptor (Homo sapiens); 280,000 compounds, 0.02% hits; activation, % at 10 µM; hits with a dose series show EC50 in µM; in the data active = activation above about 50%, passing the limit was not always enough; also: a part of the inactive calls stands beside numbers as strong as those of hits
# MgcRacGAP inhibition = MgcRacGAP GTPase-activating activity inhibitors, confirmation, biochemical, ADP Hunter fluorescence; Rac GTPase-activating protein 1 (Homo sapiens); inhibition, % at 30 µM, or IC50 in µM where a hit was titrated; 340,000 compounds, 0.6% hits; MgcRacGAP-stimulated Rac1 GTP hydrolysis, ADP Hunter fluorescence; higher % means a stronger effect; GST-tagged Rac1 F28L mutant substrate; AID 624330, 2012;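 active = first-screen hits whose inhibition reached a set limit at any dose in the follow-up dose series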;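 also: fluorescence reports GDP produced by GAP-driven GTP hydrolysis; strong numbers were not always called active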
# NTR1 agonist cell count 20 µM = further read-out of NTR1 agonist, marked with its call; cell count; measured here: cell count, cytotoxicity flag
# Starred values were filed as active, the others as inactive; · = no result given; [ ] = remark or other dose. An excerpt; the hit share may differ from the screen's.
SMILES,GPR55 beta-arrestin,GPR35 arrestin U2OS,K1F lysis inhibition,KOR beta-arrestin-1,NTR1 agonist,NTR1 agonist cell count 20 µM,NOD1 NF-kB reporter,GPR55 LPI antagonism,KOR beta-arrestin-2,MgcRacGAP inhibition
O=C(NCc1ccc(Cl)cc1)c1ccc(Cn2cc(C(F)(F)F)ccc2=O)cc1,0.0%,7%,0.0%,12%,1.4,77,7%,11%,1.7%,5%
CCC(C)(NC(=O)c1ccc(=O)[nH]c1)C(=O)NC1CCCC1 (stereo not given),-0.3%,8%,-1.1%,9%,-2.3,94,-7%,13%,-4.1%,13%
COc1ccc(/C=N/NC(=O)C(C)N(c2ccc(OC)cc2)S(C)(=O)=O)cc1 (stereo not given),-0.6%,-4%,-0.1%,-6%,-0.3,86,-16%,-5%,-3.4%,15%
COc1ccc(C(=O)O)cc1S(=O)(=O)N1CCSCC1,-0.3%,-4%,-0.7%,-36%,0.0,64,-14%,-3%,-4.6%,-2%
Cc1cccnc1CCNC(=O)CCc1nnc(-c2ccccc2)o1,-0.2%,36%,0.4%,-15%,-1.1,78,-8%,6%,-6.4%,1%
O=S(=O)(c1cc(Cl)ccc1Cl)n1ccnc1,-0.1%,10%,0.3%,2%[20 µM],·,·,-27%,9%,·,-3%
O=C(NC1=C(Nc2ccc(Cl)cc2)C(=O)c2ccccc2C1=O)c1ccccc1,0.0%,0%,5.0%,-8%,0.1,42,-3%,5%,-1.9%,6%
Cc1ccccc1C(=O)NC1CCN(Cc2nnnn2CCc2ccccc2)CC1,-0.1%,2%,-0.3%,33%,3.3,91,-8%,3%,-0.7%,0%
CCOC(=O)N1CCN(C(=O)c2ccc3c(=O)n(-c4ccc(OC)cc4OC)c(=S)[nH]c3c2)CC1,0.7%,13%,2.1%,-22%,0.5,50,-11%,7%,0.0%,10%
O=C(NCCc1ccccc1Cl)C1CCN(S(=O)(=O)c2cccs2)CC1,-0.1%,0%,3.6%,1%,-0.6,66,8%,-1%,6.5%,1%
CCc1cccc(NC(=O)CN(c2ccc(OC)cc2)S(=O)(=O)c2c(C)n[nH]c2C)c1,-0.4%,15%,0.0%,10%,1.5,88,-4%,6%,-4.4%,4%
O=C(CC(=O)Nc1ccc(Cl)cc1Cl)Nc1ccc(Cl)cc1Cl,-0.1%,2%,0.3%,-13%,-0.6,85,-5%,11%,-2.2%,6%
O=C(NCC(c1cccs1)N1CCOCC1)c1ccccc1NS(=O)(=O)c1ccc(Cl)cc1 (stereo not given),-0.2%,-14%,-0.2%,-5%,-1.4,97,-2%,9%,-0.2%,7%
CC[n+]1ccc(/C=C/c2c[nH]c3ccccc23)cc1,-0.3%,-11%,0.0%,-25%[20 µM],-1.7,60,4%,4%,-0.3%,-2%
O=C(Nn1cnnc1)c1ccc(Cl)c([N+](=O)[O-])c1,0.2%,3%,0.6%,-2%,0.1,62,2%,-12%,3.5%,10%
CCOC(=O)c1nc(C)n(-c2ccc([N+](=O)[O-])cc2)n1,0.8%,4%,-0.1%,-27%,1.3,56,2%,15%,-1.8%,8%
O=c1oc2ccccc2n1Cn1c(=O)oc2ccccc21,-0.3%,20%,0.5%,-1%,1.4,64,2%,-14%,-1.5%,9%
CC1CN(C(=O)N2c3ccccc3Sc3ccccc32)CC(C)O1 (stereo not given),0.5%,6%,1.3%,11%,1.0,44,15%,16%,-0.9%,3%
CC(C)C(=O)NNC(=O)c1ccccn1,-0.3%,0%,0.7%[50 µM],13%,2.3,63,-32%,-1%,1.8%,3%
CCCC(=O)N(Cc1cc(=O)[nH]c2ccccc12)c1ccccc1,-0.1%,-13%,0.1%,4%,-1.1,84,-1%,6%,6.5%,11%
O=C(NCCc1c[nH]c2ccccc12)C(=O)NCC1OCCCN1S(=O)(=O)c1cc(F)ccc1F (stereo not given),-0.4%,-9%,0.0%,-17%,1.0,93,-30%,0%,4.1%,10%
CS(=O)(=O)Nc1ccc2c(c1)C(=O)OC2,-0.1%,3%,-0.1%,24%,1.9,100,-24%,4%,-0.5%,5%
CC(=O)Nc1cccc(NC=C(C#N)C#N)c1,-0.1%,20%,-0.8%,-11%[20 µM],-0.5,31,-13%,12%,-5.1%,8%
Cc1ccccc1NC(=O)CSc1cn[nH]n1,-0.1%,14%,0.2%,-1%,-0.9,30,13%,3%,1.3%,6%
C[C@H](CS)C(=O)N1CCC[C@H]1C(=O)O,0.5%,-11%,5.2%,5%,2.1,47,-42%,-1%,-1.1%,6%

# Later entries:
SMILES,GPR55 beta-arrestin,GPR35 arrestin U2OS,K1F lysis inhibition,KOR beta-arrestin-1,NTR1 agonist,NTR1 agonist cell count 20 µM,NOD1 NF-kB reporter,GPR55 LPI antagonism,KOR beta-arrestin-2,MgcRacGAP inhibition
Cc1ccc(N2CC(C(=O)N3CCC(C(=O)Nc4ccc(Br)cc4)CC3)CC2=O)cc1 (stereo not given),0.4%,-13%,-0.2%,-4%,0.7,57,-39%,3%,-3.9%,9%
CCOC(=O)c1c(CN2CCN(C)CC2)oc2ccc(O)cc12,-0.2%,6%,0.2%,-26%,0.7,86,7%,-13%,-6.7%,7%
Cc1cccc(NC(=S)N/N=C(\c2ccccc2)C(C)C)c1,0.0%,17%,-0.1%,11%[20 µM],2.4,32,-63%,1%,-1.2%,5%
CCOC(=O)Nc1nc(-c2ccccc2)c(C(=O)c2ccccc2)s1,-0.1%,-9%,1.1%,-118%,6.8,41,-4%,-25%,2.3%,10%
C[N+]1(CN2C(=O)C3C4C=CC(C4)C3C2=O)CCCCC1 (stereo not given),0.6%,0%,0.2%,-22%,1.3,46,-16%,16%,-0.5%,12%
CC(C)C(=O)NNC(=O)CSc1nnc(-c2ccccc2)c(-c2ccccc2)n1,0.2%,3%,-0.2%,-3%,0.7,64,-24%,-6%,0.3%,1%
Cc1ccc(-n2nc(C(=O)NCc3ccco3)c3c4ccccc4n(C)c3c2=O)cc1,0.0%,11%,0.7%,-16%,4.4,61,-21%,-1%,-7.9%,3%
COCc1cc(Sc2ccc(Cl)cc2)nc(C)n1,-0.1%,-13%,0.0%,-34%[20 µM],1.6,29,-2%,-8%,-2.3%,4%
COc1ccc(/C=C2/C(=O)N(c3ccccc3)N=C2C)c(OC)c1,-0.2%,8%,0.9%,-63%[20 µM],2.5,58,-23%,-3%,-2.8%,21%
COC(=O)Nc1ccc(N2CCOCC2)c(S(=O)(=O)N2CCOCC2)c1,0.3%,4%,0.1%,-22%,-0.9,70,-18%,19%,-0.5%,3%
CC(=O)C1=C(O)C(=O)N(c2cccc(Br)c2)C1c1ccccc1Cl (stereo not given),-0.1%,-4%,0.1%,-40%[20 µM],1.1,50,30%,11%,5.1%,16%
CC(=O)NC(Cc1c[nH]c2ccccc12)C(=O)Nc1ccc2c(c1)OCO2 (stereo not given),0.0%,12%,0.1%,8%,0.9,59,·,12%,0.1%,4%
COc1ccc(C(CNCC(=O)Nc2ccccc2F)N(C)C)cc1 (stereo not given),-0.1%,7%,0.0%,2%,-0.4,109,-12%,-2%,-0.1%,·
Cc1ccc(-n2c(SCC(=O)Nc3ccc4c(c3)OCO4)nnc2-c2ccccn2)cc1,0.0%,-12%,-1.3%,8%,0.1,58,-22%,-3%,-4.3%,9%
COc1ccc(CCNC(=O)C2CCCCC2C(=O)O)cc1OC (stereo not given),0.0%,-14%,·,6%,3.0,57,1%,-4%,-2.0%,·
O=C(c1ccco1)N1CCC(c2ccccc2)C1 (stereo not given),-0.2%,-15%,4.4%,17%,-0.1,50,14%,-1%,3.9%,0%
CC(C)Cn1c(N)c(C(=O)NCC2CCCO2)c2nc3ccccc3nc21 (stereo not given),1.0%,-6%,-0.7%,-5%,13,43,-8%,1%,-6.0%,-3%
COc1ccc(NC(=O)CSc2ccccc2)c([N+](=O)[O-])c1,-0.5%,-17%,-0.1%,27%,-1.2,67,-40%,-1%,-5.6%,7%
Cc1cccc(NC(=O)NCC2CCN(c3ccc(S(=O)(=O)N4CCOCC4)cc3)CC2)c1,-0.2%,8%,0.4%,8%,-0.1,59,-11%,11%,0.3%,4%
COc1ccc(Cl)cc1S(=O)(=O)N1CCCC(C(=O)N2CCCC2)C1 (stereo not given),1.1%,-9%,0.3%[50 µM],2%,1.3,63,-25%,6%,4.3%,2%
CCOc1ccc(Nc2ncnc(N)n2)cc1,-0.1%,5%,0.0%[50 µM],9%,2.0,36,-21%,-1%,0.9%,-12%
CC(C)c1nnc(NC(=O)CCC(=O)NC2CC2)s1,0.0%,-2%,0.7%,-17%,-1.5,56,-7%,12%,-0.1%,10%
Cc1cc(Oc2ccccc2)nc(N2CCOCC2)n1,0.3%,-2%,5.6%,12%,-1.0,59,-32%,-7%,-0.2%,0%
CCc1ccc(NC(=O)c2ccc(C3SCC(=O)N3CCc3ccccc3)cc2)cc1 (stereo not given),-0.1%,-7%,0.0%,6%,2.2,86,61%,14%,-2.6%,3%
OCCn1ccc(-c2ccccc2OCc2ccc(F)cc2)n1,0.3%,-3%,1.3%,35%,-0.7,88,-10%,7%,-8.6%,0%
O=C(CCN1CCOCC1)N/N=C/c1cc(Br)cc(Br)c1O,-0.1%,-2%,-2.4%,-34%,1.2,80,31%,-6%,-1.9%,7%
CCC1(C)N=C(N)Nc2nc3cc(C)c(C)cc3n21 (stereo not given),0.0%,-1%,0.2%,14%,-1.3,105,1%,12%,2.0%,6%
CC1=NOC(=O)/C1=C\c1ccc(-c2ccc(Br)cc2)o1,0.4%,-14%,-0.6%,-56%,·,·,10%,17%,0.6%,20%
COC(=O)c1ccc(-n2c(C)cc(C(=O)COC(=O)CNS(=O)(=O)c3ccc(C)cc3)c2C)cc1,-0.3%,10%,1.6%[50 µM],30%,3.9,51,-18%,5%,-1.1%,8%
CC1=C(C(=O)OCc2ccccc2)C(c2cccs2)NC(=O)N1CCCC(=O)O (stereo not given),0.2%,-4%,0.5%,10%,-1.6,95,-20%,7%,1.9%,5%
